Source: PubChem BioAssay
HIV peptide binding: inhibitors of HIV fusion peptide binding, primary screen, biochemical, uHTS, fluorescence dequenching (AID 1986); cell-free peptide binding, fluorescence dequenching, 30 min; higher % means a stronger effect; inhibition, % at 20 µM; hits with a dose series show IC50 in µM; 0.3% of 290,000 active; in the data active = inhibition mostly above about 52%, no sharp cut-off; inactive = mostly below about 76%; also: some results filed as inactive read as strong as hits
NOD1 inhibition: NOD1 signaling inhibitors, primary screen, cell-based, luminescence, uHTS (AID 1578); NOD1-driven NF-kB luciferase reporter cells, luminescence; higher % means a stronger effect; inhibition, % at 4 µM, or EC50 in µM where a hit was titrated; 1% of 290,000 active; in the data active = inhibition mostly above about 36%, no sharp cut-off; inactive = mostly below about 34%;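 also: HEK-293T reporter cells stimulated with the NOD1 agonist gamma-tri-DAP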
GPR35 arrestin U2OS: GPR35 antagonists blocking zaprinast-driven arrestin recruitment, primary screen, imaging, U2OS, beta-arrestin-GFP, zaprinast agonist (AID 2058). U2OS GPR35 beta-arrestin-GFP translocation imaging, zaprinast antagonism; higher % means a stronger effect. inhibition, % at 10 µM, or IC50 in µM where a hit was titrated. 0.052% of 290,000 active;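 active = inhibition of at least 50% with at least 30 cells and total cytoplasm GFP at most 10,000,000; inconclusive = under 30 cells or total GFP of 10,000,000 plus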
GPR55 antagonists: GPR55 antagonists blocking LPI-driven arrestin recruitment, primary screen, imaging, U2OS, beta-arrestin-GFP, LPI agonist (AID 2013); 0.13% of 290,000 active; U2OS GPR55 beta-arrestin-GFP translocation imaging, LPI antagonism; higher % means a stronger effect; one-dose inhibition, % at 10 µM; IC50 in µM for titrated hits;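 active = spots per cell inhibited over 60%, with over 100 cells counted and total cytoplasm intensity under 500,000; inconclusive = wells with under 100 cells, flagged as likely toxic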;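 also: U2OS cells stably carrying GPR55 and arrestin-GFP stimulated by 5 µM LPI near EC80; imaged beta-arrestin-GFP aggregate spots per cell after agonist stimulation; plate controls were LPI-stimulated DMSO wells for no effect and DMSO wells without LPI for full effect; some results filed as inactive read as strong as hits; confirmed hits need IC50 under 10 µM and bright autofluorescent wells are also inconclusive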
Myeloid diff 2: myeloid differentiation induction; ER-HoxA9 myeloid progenitors, lysozyme-GFP differentiation, flow cytometry; 1% of 360,000 active; calls only at 10 µM;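 active = normalized GFP-positive differentiation at or above the plate's own cutoff, the solvent-only control mean plus 3 SD; inconclusive = no clear call, values can overlap the other calls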;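 also: cells exposed to compound for four days before flow analysis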
KOR beta-arrestin-1: KOR agonists, beta-arrestin recruitment, primary screen, cell-based, luminescence, uHTS (AID 1777) | KOR beta-arrestin recruitment, luminescence; higher % means a stronger effect | 0.02% of 280,000 active | one-dose activation, % at 10 µM; EC50 in µM for titrated hits; in the data active = activation above about 50%, passing the limit was not always enough; also: a part of the inactive calls stands beside numbers as strong as those of hits
KOR beta-arrestin-2: KOR antagonists, beta-arrestin recruitment, cell-based, luminescence, uHTS (AID 1778) | inhibition, % at 10 µM; hits with a dose series show IC50 in µM | KOR beta-arrestin recruitment, luminescence, antagonist mode; higher % means a stronger effect | 0.091% of 290,000 active; also: strong numbers were not always called active
GPR55 activation: GPR55 agonists via beta-arrestin recruitment, primary screen, imaging, U2OS cells, beta-arrestin-GFP redistribution (AID 1961); U2OS GPR55 beta-arrestin-GFP redistribution imaging; higher % means a stronger effect; activation, % at 10 µM; hits with a dose series show EC50 in µM; 0.048% of 290,000 active;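 active = activation above 40% with more than 50 cells counted in the well; inconclusive = wells holding fewer than 50 cells, flagged as toxic or sparse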;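 also: U2OS osteosarcoma cells stably expressing GPR55 and beta-arrestin-GFP; plate controls were DMSO negative control for no effect and LPI positive control for full effect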
NOD2 inhibition: inhibition of NOD2-driven NF-kB reporter – cell-based, luminescence, uHTS, HEK293 (AID 1566) | 0.63% of 290,000 active | HEK293 NOD2/NF-kB luciferase reporter, luminescence; higher % means a stronger effect | one-dose inhibition, % at 4 µM; EC50 in µM for titrated hits; also: many of its hits are not listed in these tables
Myeloid diff 2 GFP+ MAC1+ %: second read-out of Myeloid diff 2, no call of its own (marks repeat the call); GFP+ MAC1+ double positive, %; measured here: differentiation confirmed by MAC1 staining
* hit, by the source's call; i = inactive; ? = inconclusive; nt = no result given; [ ] = dose if it differs, or a comment. Rule as the data show it, unless noted: active = inhibition above about 50%; inactive = the rest. A portion of the library; count on the stated rates, not on these rows.

SMILES	HIV peptide binding	NOD1 inhibition	GPR35 arrestin U2OS	GPR55 antagonists	Myeloid diff 2	Myeloid diff 2 GFP+ MAC1+ %	KOR beta-arrestin-1	KOR beta-arrestin-2	GPR55 activation	NOD2 inhibition
COc1ccc(Cc2nc3ccc(C(=O)NCC4CCOCC4)cc3o2)cc1OC	-0.9%	-37%	-4%	2%	i	0.9	-3.8%	15%	0.0%	-11%
ClC1(Cl)CC1Cn1c(C2CC2)nc2ccccc21 (stereo unspecified)	1.4%	-34%	20%	11%	i	0.5	nt	-30%[20 µM]	0.1%	3%
O=C(O)C1CCN(C(=O)c2ccccc2N2C(=O)[C@@H]3Cc4c([nH]c5ccccc45)C(c4cccc(Cl)c4)N3C2=O)CC1 (stereo partly specified)	11%	-24%	0%	5%	i	2.4	-2.8%	-19%[20 µM]	0.2%	3%
CCc1ccccc1NC(=O)c1nnn(CC(=O)Nc2cccc(C)c2C)c1N	0.2%	17%	4%	-6%	i	0.7	0.1%	-10%	-0.2%	27%
CCOC(=O)c1cc2occc2n1CCCN1C(=O)c2ccccc2C1=O	-0.4%	-1%	10%	-7%	i	1.9	-4.7%	-11%	0.5%	6%
Cc1ccccc1-c1nn[nH]n1	3.8%	-7%	-6%	-5%	i	0.8	3.8%	2%	-0.2%	21%
N#Cc1cc(-c2ccccc2)oc1/N=C/c1ccccc1O	-0.2%	50%*	-2%	2%	i	0.6	-3.8%	-27%	-0.3%	-3%
CCN(CC)S(=O)(=O)c1ccc(OC)c(NC(=O)Cc2cccs2)c1	11%	-19%	6%	7%	i	0.9	-3.1%	-1%	0.9%	4%
CCn1c(SCC(=O)NC(=O)NCc2ccco2)nnc1-c1cccs1	-0.2%	8%	11%	8%	i	0.9	-1.0%	23%	0.0%	17%
Cc1ccc(OCC(=O)N/N=C\c2cn(Cc3ccccc3)c3ccccc23)cc1C	-2.5%	5%	6%	-7%	i	0.7	2.7%	-16%	0.2%	-61%
CCOC(=O)C1=C(O)/C(=C/c2ccc(OCC(=O)Nc3ccc(C)cc3)cc2)N=C1C	0.3%	-13%	-11%	-4%	i	1.1	-1.0%	0%	0.2%	5%
C=CCn1c(SCC(=O)Nc2sccc2C#N)nc2sc(C)c(C)c2c1=O	2.8%	-19%	9%	9%	i	0.9	-1.3%	24%	-0.2%	-9%
Cc1ccc(N2CC(C(=O)Nc3nc4ccc(S(C)(=O)=O)cc4s3)CC2=O)cc1 (stereo unspecified)	7.2%	4%	-8%	-7%	i	1.3	3.8%	-28%	-0.1%	7%
Cc1nc2ccc(NC(=O)N3CCCCC3)cc2s1	1.3%	nt	-8%	17%	i	7.4	1.3%	0%	-0.2%	-25%
COc1cccc(NC(=O)Cc2nnc(SCC(=O)NC3CCCC3)n2C)c1	-0.8%	-18%	7%	-12%	i	0.4	0.2%	-39%	-0.2%	0%
Cc1ccc(/C=N/Nc2nnc(Cc3ccccc3)c(=O)[nH]2)o1	-1.5%	-30%	0%	5%	i	0.3	0.5%	-13%	-0.6%	3%
O=C(CN(CC1CCCO1)C(=O)Cn1nnc(-c2ccc(F)cc2)n1)NC1CCCCC1 (stereo unspecified)	1.4%	-20%	11%	0%	i	5.8	0.9%	-15%	0.3%	-17%
COc1ccc(NC(=O)N2CCCC2C(=O)NCC2CCCCC2)cc1 (stereo unspecified)	1.0%	34%	6%	-28%	i	0.3	8.8%	-10%	-0.1%	-31%
Cc1ccc(OCc2nnc(SCC(=O)Nc3ncc(C)s3)o2)cc1	-0.2%	-5%	-2%	-1%	i	0.5	-3.5%	19%	-0.1%	10%
O=C(NCc1cccnc1)C(=O)NCC1OCCCN1S(=O)(=O)c1ccc(F)cc1 (stereo unspecified)	-0.7%	-37%	2%	1%	i	0.4	4.8%	0%	0.0%	-5%
COc1ccc(CCNC(=O)c2cc3c(=O)n4ccccc4nc3n(C3CCCCC3)c2=N)cc1OC	-0.1%	-8%	-4%	14%	i	2.8	2.5%	-20%	0.3%	14%
O=C(Cn1c(=O)sc2ccccc21)NCc1ccco1	3.1%	-10%	-8%	-2%	i	0.9	-6.0%	-25%	-0.6%	-1%
S=C(NCCc1ccccc1)NCC1CCCO1 (stereo unspecified)	-1.5%	-48%	-5%	-11%	i	0.7	-0.5%	nt	-0.2%	-27%
Cc1ccccc1C(=O)N1CCN(c2ccc(NC(=O)Cc3ccccc3)cc2)CC1	-0.6%	0%	-13%	5%	i	2.6	4.7%	-1%	0.4%	-2%
Cc1ccc(CC(=O)NCc2ccc3c(c2)OCO3)cc1	-0.3%	-22%	-2%	0%	i	1.4	1.9%	18%	0.2%	-17%

Part of the list above in order of heavy-atom count, largest number first:
SMILES	HIV peptide binding	NOD1 inhibition	GPR35 arrestin U2OS	GPR55 antagonists	Myeloid diff 2	Myeloid diff 2 GFP+ MAC1+ %	KOR beta-arrestin-1	KOR beta-arrestin-2	GPR55 activation	NOD2 inhibition
O=C(NCc1cccnc1)C(=O)NCC1OCCCN1S(=O)(=O)c1ccc(F)cc1 (stereo unspecified)	-0.7%	-37%	2%	1%	i	0.4	4.8%	0%	0.0%	-5%
COc1ccc(NC(=O)N2CCCC2C(=O)NCC2CCCCC2)cc1 (stereo unspecified)	1.0%	34%	6%	-28%	i	0.3	8.8%	-10%	-0.1%	-31%
ClC1(Cl)CC1Cn1c(C2CC2)nc2ccccc21 (stereo unspecified)	1.4%	-34%	20%	11%	i	0.5	nt	-30%[20 µM]	0.1%	3%

Continued.
SMILES	HIV peptide binding	NOD1 inhibition	GPR35 arrestin U2OS	GPR55 antagonists	Myeloid diff 2	Myeloid diff 2 GFP+ MAC1+ %	KOR beta-arrestin-1	KOR beta-arrestin-2	GPR55 activation	NOD2 inhibition
CC1CCN(c2oc(Cc3cccc4ccccc34)nc2C#N)CC1	-2.5%	27%	13%	-8%	i	0.7	-6.9%	28%	0.2%	13%
O=C(Cn1cc([N+](=O)[O-])cn1)Nc1nccs1	-2.1%	-39%	21%	-1%	i	0.2	0.5%	-26%	-0.1%	7%
Cc1ccc2nc(-c3cccc(NS(C)(=O)=O)c3)cc(-c3ccccc3)c2c1	1.0%	26%	-6%	12%	i	0.0	4.8%	-1%	0.4%	5%
CCOc1ccc(Oc2nc(Nc3ccc(C)cc3)nc(N(C)C)n2)nn1	-1.0%	39%	-20%	-10%	i	0.0	4.4%	-64%	0.0%	12%
Cc1ccc(/C=N/NC(=O)c2nc3nc(C)cc(C)n3n2)cc1	-1.2%	-8%	10%	8%	i	0.5	-0.2%	-44%	0.9%	-9%
O=C(Nc1nnc(C2=COCCO2)o1)c1ccc(S(=O)(=O)N2CCCC2)cc1	-0.4%	-23%	-4%	16%	i	0.5	-6.0%	5%	0.6%	9%
Cc1nc2ccccc2n1-c1nc(-c2ccco2)cc(C(F)(F)F)n1	1.4%	nt	-13%	1%	i	2.6	-3.8%	26%	0.3%	-185%
COc1ccc(N(Cc2cc3cc(OC)ccc3[nH]c2=O)S(C)(=O)=O)cc1	-2.5%	20%	6%	10%	i	1.7	0.5%	1%	0.4%	33%
O=C(NC1CCCCC1)c1cc2cc(Br)ccc2o1	2.2%	-50%	12%	-1%	i	0.5	1.8%	-37%	-0.1%	-78%
O=C(Cc1cccc(C(F)(F)F)c1)Nc1ccccc1	-1.3%	-40%	6%	-6%	i	0.1	5.6%	-31%	0.2%	-5%
COc1ccc(C(=O)N[C@H](C(=O)NCc2ccccc2)C(C)C)cc1	-3.0%	17%	8%	1%	i	1.0	-1.1%	-21%	0.3%	-20%
CCCCCc1cc(=O)oc2c(C(CCN3CCCCC3)c3ccc(OC)cc3)c(OC)cc(OC)c12 (stereo unspecified)	1.1%	-2%	7%	49%	i	0.1	-0.8%	-10%	0.7%	14%
N#C/C(=C\c1ccc(F)cc1F)S(=O)(=O)c1ccccn1	-0.1%	-8%	11%	4%	i	0.9	-1.6%	-20%	0.5%	-8%
CC1CCC2(CC1)NC(=O)N(CC(=O)NCc1ccc3c(c1)OCO3)C2=O (stereo unspecified)	-0.5%	-2%	-2%	-1%	i	0.6	-4.4%	17%	0.4%	9%
COc1ccccc1N(C(=O)c1snc(C(N)=O)c1N)C(C(=O)NC1CCCCC1)c1cccc(OC)c1OC (stereo unspecified)	-1.9%	15%	-2%	0%	nt	nt	-0.7%	-3%	0.3%	15%
O=C(Nc1ccnn1C1CCN(C(=O)c2cccc(C(F)(F)F)c2)CC1)C1CC1	1.4%	-34%	-8%	-10%	i	0.6	-1.9%	-9%	-0.1%	5%
CCOc1cccc2cc(-c3cn4cc(C)ccc4n3)c(=O)oc12	-1.2%	nt	11%	20%	i	1.1	-0.5%	-5%	-0.1%	-132%
CCC1CCCCN1CCN1C(=O)C2C(C(=O)Nc3cccc(OC)c3)C3C=CC2(O3)C1C(=O)NC1CCCCC1 (stereo unspecified)	0.7%	-38%	5%	16%	i	3.6	-1.1%	-28%	-0.1%	-11%
CC(=O)Oc1ccc2c(C)cc(=O)oc2c1C(=O)c1ccccc1	0.8%	-18%	-14%	7%	i	0.2	-2.0%	10%	0.7%	25%
Cc1ccccc1Nc1nnc(SCc2cc(=O)n3ccsc3n2)s1	0.5%	31%	3%	nt	i	8.2	4.0%	-13%	0.3%	3%
Cc1ccnc2ccc(-c3nc4ccccc4o3)cc12	-2.0%	-22%	6%	3%	i	2.4	0.9%	-6%	-0.3%	-42%
CCCC(=O)Nc1c(-c2ccccc2)c(=O)c(C)nn1-c1ccccc1	-1.6%	7%	10%	-1%	i	0.4	-0.5%	-34%	0.0%	10%
COC(=O)c1ccc(COc2ccc(/C=N/Nc3cccc(C(=O)O)c3)cc2)cc1	59%*	-5%	1%	1%	i	0.8	-3.5%	2%	0.4%	-58%
CCOC(=O)N1CCC(NC(=O)C2CCCN(Cc3nc(-c4ccc(CC)cc4)oc3C)C2)CC1 (stereo unspecified)	-0.4%	28%	-12%	-1%	?	nt	8.7%	-36%	-0.2%	44%
CC(C)(C)C1CCC2(CC1)CC(=O)c1ccccc1O2 (stereo unspecified)	-1.0%	-1%	9%	17%	i	1.3	1.0%	42%	-0.2%	16%

Marked active in HIV peptide binding (from the list above):
| structure | HIV peptide binding | NOD1 inhibition | GPR35 arrestin U2OS | Myeloid diff 2 GFP+ MAC1+ % | KOR beta-arrestin-1 | KOR beta-arrestin-2 | NOD2 inhibition |
| --- | --- | --- | --- | --- | --- | --- | --- |
| COC(=O)c1ccc(COc2ccc(/C=N/Nc3cccc(C(=O)O)c3)cc2)cc1 | 59%* | -5% | 1% | 0.8 | -3.5% | 2% | -58% |
